GLA spleen mod – qHTS Assay for Inhibitors and Activators of Human alpha-Galactosidase From Spleen Homogenate | Potency, µM (top dose mostly 80 µM), inactives show at the highest dose activity change, negative = inhibition, most hits filed as inhibitors | human spleen homogenate, 4MU-alpha-Gal fluorescence, 40 min | Alpha-galactosidase A (Homo sapiens), P06280 | 0.008% of 240,000 active;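 note: potency is the fitted concentration of half-maximal effect; 0% = enzyme with vehicle and -100% = no enzyme basal signal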
Target sequence (P06280 32-429 limits assumed): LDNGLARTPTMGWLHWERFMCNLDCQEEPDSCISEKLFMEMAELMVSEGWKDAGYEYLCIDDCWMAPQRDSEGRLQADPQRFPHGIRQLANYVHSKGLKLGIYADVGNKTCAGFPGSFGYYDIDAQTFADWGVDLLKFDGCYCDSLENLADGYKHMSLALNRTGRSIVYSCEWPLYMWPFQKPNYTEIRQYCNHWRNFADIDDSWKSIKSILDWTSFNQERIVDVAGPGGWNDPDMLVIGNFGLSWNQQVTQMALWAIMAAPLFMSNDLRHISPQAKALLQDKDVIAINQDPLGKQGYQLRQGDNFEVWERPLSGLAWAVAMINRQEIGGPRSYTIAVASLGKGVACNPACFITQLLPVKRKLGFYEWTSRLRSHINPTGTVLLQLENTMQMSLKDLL
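Human spleen homogenate (1 ug) as enzyme source, 4-methylumbelliferyl-alpha-D-galactopyranoside 1 mM final, citrate/phosphate pH 5.0 with 0.01% Tween-20. Compounds 40 min at 37C, NaOH/glycine stop; fluorescence Ex 365/Em 440, Hill-fit AC50.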
IMPase Li inh – qHTS Assay for Identifying the Cell-Membrane Permeable IMPase Inhibitors: Potentiation with Lithium | CHO-M1 cells, IP1 TR-FRET (IP-One), carbachol + lithium | Potency, µM (highest dose often 59.4 µM), for inactives: top-dose activity, negative = IMPase inhibition, usual class: inhibitors | 0.35% of 210,000 active;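 note: IP1 builds up when IMPase is blocked and the TR-FRET signal falls; potency is the fitted concentration of half-maximal effect; plate controls were basal vehicle for no effect and high inhibitor control for full effect; nearly all actives have a fitted effect of over 50% in size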
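CHO cells stably expressing M1 receptor (2000/well) were cultured 16–30 h, then exposed to compounds with a small lithium addition for 30 min at 37C. IP1 was measured by TR-FRET competition; AC50 from Hill fits.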
Epigenetic reg – Quantitative High-Throughput Screen for Regulators of Epigenetic Control; Potency, µM (doses to about 53.9 µM), for inactives: at the highest dose GFP activation, actives largely listed as activators; murine LDR cells, GFP reporter derepression, 30 h; 0.2% of 280,000 active; note: potency is the fitted concentration of half-maximal effect; % of control where 0% means no effect; nearly all actives have a fitted effect of over 60% in size
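Murine LDR cells carrying a silenced, genomically integrated CMV-driven GFP reporter were exposed to compound for 30 hours at 37 C. After PBS washes, GFP-positive cells (20–120 um objects) were counted by laser-scanning microplate cytometry.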
KinaseGlo FLuc – Counterscreen for Luciferase (Kinase-Glo TM) Inhibition. Luciferin 4-monooxygenase (Photuris pensylvanica), Q27757. Kinase-Glo luciferase, ATP luminescence, 8 min. Potency, µM (titrated, usually from 38.3 µM), inactives show top-dose activity change, negative = inhibition, hits mostly inhibitors. 0.28% of 200,000 active. AID 1379, 2008; note: potency is the fitted concentration of half-maximal effect; % is set by controls: 0 for no effect and ±100 for the full control effect; nearly all actives have a fitted effect of over 60% in size
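Compound is pinned into ATP-containing buffer (10 uM ATP, imidazole pH 7.2, 7 mM MgCl2). Kinase-Glo luciferase reagent is then added. Light output is recorded following an 8-min room-temperature incubation.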
Lamin A splicing – qHTS Assay for Modulators of Lamin A Splicing | Potency, µM (highest dose often 46.1 µM), for inactives: top-dose ratio change, negative = inhibition, usual class: inhibitors | HeLa LMNA splicing GFP/RFP minigene ratio, 48 h | AID 1487, 2009 | 0.01% of 200,000 active; active = well fitted inhibition curve with a large enough effect in the signal ratio, with a control signal flat, not every such curve was filed as active; inconclusive = small, poorly fitted or top-dose-only effect, or effect the other way, or a change in a side signal; the % refers to the signal ratio; note: potency is the fitted concentration of half-maximal effect; % is set by controls: 0 for no effect and ±100 for the full control effect
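S3 HeLa cells stably expressing lamin A-EGFP splicing minigene plus DsRed2, 600 cells/well, 48 h compound exposure at 37C. Laser-scanning cytometry; analysed as GFP (500-530 nm)/RFP (575-640 nm) total intensity ratio; 0.5% DMSO vehicle.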
CBFb RUNX1 block – qHTS Assay for Compounds Blocking the Interaction Between CBF-beta and RUNX1 for the Treatment of Acute Myeloid Leukemia | Runt-related transcription factor 1 (Homo sapiens) + Core-binding factor subunit beta … | Potency, µM (highest dose often 59.8 µM), for inactives: top-dose activity, negative = inhibition, hits mostly inhibitors | AlphaScreen CBFb-His/RUNX1-biotin binding, biochemical | 230,000 tested, under 10 active | AID 1477, 2009; note: % of control where 0% means no effect
Target sequence (Q01196 whole entry, looked up): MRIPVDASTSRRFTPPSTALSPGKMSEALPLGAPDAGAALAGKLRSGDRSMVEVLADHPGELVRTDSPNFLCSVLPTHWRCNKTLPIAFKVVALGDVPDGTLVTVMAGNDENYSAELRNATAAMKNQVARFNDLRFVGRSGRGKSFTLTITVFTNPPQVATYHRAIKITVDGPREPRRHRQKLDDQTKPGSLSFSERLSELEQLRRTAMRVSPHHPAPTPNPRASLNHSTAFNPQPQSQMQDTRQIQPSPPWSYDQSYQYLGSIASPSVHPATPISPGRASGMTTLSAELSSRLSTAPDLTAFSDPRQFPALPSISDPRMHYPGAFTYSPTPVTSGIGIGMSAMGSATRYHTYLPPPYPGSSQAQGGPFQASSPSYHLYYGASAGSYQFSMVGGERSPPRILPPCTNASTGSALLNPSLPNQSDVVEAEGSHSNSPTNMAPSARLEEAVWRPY
Target sequence (Q13951 whole entry, looked up): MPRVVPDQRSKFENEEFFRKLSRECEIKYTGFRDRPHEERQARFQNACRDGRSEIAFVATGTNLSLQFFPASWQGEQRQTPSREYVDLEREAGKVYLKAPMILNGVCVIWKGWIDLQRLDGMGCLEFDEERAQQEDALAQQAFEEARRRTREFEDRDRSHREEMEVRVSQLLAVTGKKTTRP
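Bead-based AlphaScreen assay; binding partners His-tagged CBF-beta and biotinylated RUNX1 at 30 nM each. Compound exposure 15 min after a 20-min protein preincubation; bead step 90 min; all steps at room temperature.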
NPSR antag – qHTS Assay for Antagonists of the Neuropeptide S Receptor: cAMP Signal Transduction | AID 1461, 2008 | 1% of 220,000 active | CHO-NPSR cells, cAMP TR-FRET, antagonist mode | Potency, µM (titrated, usually from 38.3 µM), without a hit: at the top dose activity change, negative = inhibition, actives largely listed as inhibitors; note: potency is the fitted concentration of half-maximal effect; % is set by controls: 0 for no effect and ±100 for the full control effect; nearly all actives have a fitted effect of over 50% in size; many of its hits are not listed in these tables
* marks the source's active call; other numbers are inactive results; ? = inconclusive; nt = no result given; [ ] = dose if it differs, or a comment. Unless noted, calls come from the whole dose curve; as a rule, active = well fitted curve in the direction sought with a large enough effect; inconclusive = small, poorly fitted or top-dose-only effect, or another doubt; inactive = no such curve, though single readings can be large; an effect the other way counts as inactive or inconclusive.

SMILES	GLA spleen mod	IMPase Li inh	Epigenetic reg	KinaseGlo FLuc	Lamin A splicing	CBFb RUNX1 block	NPSR antag
O=C(CCS(=O)(=O)c1ccc(Br)s1)NC1CCCCCC1	-7%	28%[38.3 µM]	-1.0%	-2%	-1%	1%	-5%[46.1 µM]
CC(C)OCCCNC(=O)C1CCC(=O)N1C(C)C (configuration not stated)	-3%	-7%[38.3 µM]	-1.9%	-1%	5%	1%	1%[46.1 µM]
CCc1ccc(NC(=S)NCc2cccnc2)cc1	-3%	nt	1.2%	nt	nt	3%	-14%
CONc1nc2nonc2nc1NOC	-3%	2%	0.9%	0%	7%	5%	18%
O=C(O)c1ccccc1CSc1nc2ccccc2n1Cc1ccccc1C(=O)O	4%	-8%	-1.3%	nt	nt	7%	-2%
COc1cccc(CN(Cc2ccco2)C(c2ccc(F)cc2)c2nnnn2C(C)(C)C)c1 (configuration not stated)	-14%	20%	0.0%	-5%	?	3%	-24%[46.1 µM]
Cc1cc(C)c(NC(=S)NC(NC(=O)c2ccccc2)C(Cl)(Cl)Cl)c(C)c1 (configuration not stated)	3%	4%	-3.0%	0%	?	-3%	-37%
Cc1cc(C)c2c(N)c(C(=O)NCC3CCCCC3)sc2n1	7%	47%[activator][38.3 µM]	3.3%	-6%	-4%	12%	-24%[46.1 µM]
COC(=O)CCC(=O)OC1(C)C(=O)C2=CN(CCCOC(C)C)C(c3ccc(OC)cc3)=CC2=C(Br)C1=O (configuration not stated)	-3%	nt	-2.4%	nt	nt	-25%	-20%
CCCCc1noc2c1/C(=N\O)CC(c1ccccc1)C2 (configuration not stated)	-4%	5%	0.3%	1%	-14%	9%	-12%[46.1 µM]
CCOC(=O)c1c(C2CC2)csc1NC(C)=O	1%	12%[38.3 µM]	0.0%	2%	-10%	10%	19%[46.1 µM]
CSc1ccc(Cl)c(C(=O)Nc2ccc(OCC(N)=O)cc2)c1	16%	nt	-0.9%	nt	2%	5%	-9%[46.1 µM]
C=C(C)C(=O)Nc1cccc(C2=NOC3(C2)C[C@H](C(N)=O)N(C(=O)CC#N)C3)c1 (some centres not stated)	-12%	nt	-3.2%	nt	nt	?	18%
CCOc1ccc(Oc2c(/C=N/NC(C)=O)c(C)nn2-c2ccccc2)cc1	3%	8%	1.0%	1%	-8%	4%	-12%
Cc1ccc(Cl)cc1N1CCN(S(=O)(=O)c2cnc[nH]2)CC1	-4%	6%[38.3 µM]	-1.0%	0%	0%	-4%	-17%[46.1 µM]
CCOC(=O)C1CCN(CCC(=O)Nc2cccc(C)c2)CC1	10%	15%	0.0%	1%	nt	?	-10%
O=C(NC1CCCCC1)c1cc2nc(-c3ccco3)cc(C(F)(F)F)n2n1	5%	28%[38.3 µM]	-1.1%	3%	-5%	10%	-19%[46.1 µM]
CC(O)CNc1nc2ccccc2n1CC(=O)NCCc1ccc(Cl)cc1 (configuration not stated)	-3%	8%[38.3 µM]	0.3%	-3%	4%	-2%	-9%[46.1 µM]
Cc1ccc(-c2cc(C(=O)O)n[nH]2)o1	-2%	15%[38.3 µM]	0.9%	-1%	4%	9%	-1%[46.1 µM]
CCOC(=O)c1[nH]c2c(c1-c1ccccc1)C(=O)CC(c1ccc(OC)c(OC)c1)C2 (configuration not stated)	1%	7%	-2.0%	3%	?	-2%[2.36 µM]	-11%
COc1ccc(NC(=O)CN(c2ccc(C)cc2)S(=O)(=O)c2c(C)nn(C)c2C)cc1OC	-3%	-3%[38.3 µM]	0.0%	1%	12%	-1%	-18%[46.1 µM]
CCOc1cc(C2C3=C(CCCC3=O)Nc3nc(C(=O)OC)nn32)ccc1OC (configuration not stated)	0%	9%[38.3 µM]	-0.9%	0%	5%	-8%	-5%[46.1 µM]
CCCCNS(=O)(=O)c1ccc(OCC(=O)OC)cc1	5%	-7%	-0.7%	-1%	8%	0%	1%
O=C(COc1ccccc1)NNC(=O)c1cc2ccccc2oc1=O	-8%	5%	-0.1%	-2%	-10%	4%	11%
Cc1cc2sc3ccccc3c(=O)c2c(C)c1O	4%	-4%	-1.0%	2%	nt	-17%	-19%
NC(=O)CCn1c(=O)oc2ccccc21	-1%	17%[38.3 µM]	-1.1%	2%	-1%	6%	-1%[46.1 µM]
O=c1[nH]c(CSc2ncnc3sccc23)nc2ccccc12	25%	nt	3.2%	nt	nt	27%	-25%
Cc1ccc(C)c(N2CCN(S(=O)(=O)c3ccc4[nH]c(=O)c(=O)[nH]c4c3)CC2)c1	24%	6%[38.3 µM]	1.0%	2%	16%	-1%	-5%[46.1 µM]
Clc1ccccc1CNc1ncnc2nc[nH]c12	-4%	0%	-0.1%	5%	?	-5%	16%
Brc1cc(Br)c2nc(-c3cccs3)ccc2c1	5%	10µM*	-1.0%	-6%	0%	2%	25%[46.1 µM]
COc1cc(/C=C(/C#N)C(=O)c2c(C)[nH]c3ccccc23)ccc1OCC#N	1%	nt	-0.3%	nt	nt	1%	-14%
CN(C)c1ccc(/C=N/n2c(-c3cccnc3)n[nH]c2=S)cc1	-7%	-3%	-0.9%	-1%	-22%[46 µM]	-1%	-32%
CN(c1ccccc1C(=O)O)S(C)(=O)=O	4%	-10%[38.3 µM]	-3.9%	-1%	7%	1%	-5%[46.1 µM]
Cc1ccc(S(=O)(=O)N2CC=C(C(=O)NCc3ccccc3)CC2)cc1	-3%	4%	1.0%	-4%	4%	3%[2.36 µM]	-7%
CCCN(CCC)C(=O)Cn1c(=O)n(CCCCC(=O)NCc2ccco2)c(=O)c2ccccc21	1%	18%[38.3 µM]	3.0%	-3%	7%	-2%	-13%[46.1 µM]
Cc1ccc2c(ccc[n+]2CC(=O)c2ccccc2)c1	-3%	16%	-0.9%	-2%	-9%	-6%	13%

Filtered by structure: the compounds so far with an aryl thioether with sulfur outside any ring (3)
SMILES	GLA spleen mod	IMPase Li inh	Epigenetic reg	KinaseGlo FLuc	Lamin A splicing	CBFb RUNX1 block	NPSR antag
O=C(O)c1ccccc1CSc1nc2ccccc2n1Cc1ccccc1C(=O)O	4%	-8%	-1.3%	nt	nt	7%	-2%
CSc1ccc(Cl)c(C(=O)Nc2ccc(OCC(N)=O)cc2)c1	16%	nt	-0.9%	nt	2%	5%	-9%[46.1 µM]
O=c1[nH]c(CSc2ncnc3sccc23)nc2ccccc12	25%	nt	3.2%	nt	nt	27%	-25%

Going on with the list:
SMILES	GLA spleen mod	IMPase Li inh	Epigenetic reg	KinaseGlo FLuc	Lamin A splicing	CBFb RUNX1 block	NPSR antag
COCCCn1c(Cc2csc(Nc3cccc(Cl)c3)n2)nnc1SCC(=O)OC1CCCCC1	-14%	10%[38.3 µM]	-1.1%	-3%	13%	-18%	?
COc1cc(C(=S)N2CCOCC2)ccc1OC(=O)c1cc([N+](=O)[O-])c(C)c([N+](=O)[O-])c1	11%	1%	0.0%	-1%	-4%	-10%	4%
Cc1cc(Sc2nccn2C)ncc1[N+](=O)[O-]	0%	2%	0.1%	1%	-6%	1%	1%
Cc1ccc(Cc2cc(C)n[nH]c2=O)cc1	7%	nt	-1.0%	nt	nt	1%	-29%
CC1(C)CC(=O)/C(=C(\O)CCCN2C(=O)c3ccccc3C2=O)C(=NCC(=O)O)C1	-7%	-4%	-1.8%	0%	26%[9.22 µM]	-1%	20%
CSc1nc2nc3c(cc2c(=O)[nH]1)C(O)Oc1ccc(C)cc1-3 (configuration not stated)	7%	5%	-0.6%	0%	?	-6%	-17%
CN1CCN(C(CC(=O)Nc2cccc(O)c2)C(=O)O)CC1 (configuration not stated)	3%	3%	0.9%	nt	nt	8%	17%
CC(C)C(NC(=O)OCc1ccccc1)C(=O)N1CCOCCOCCOCC1 (configuration not stated)	-6%	-7%	?	-3%	nt	1%	19%
CCOc1ccc(Nc2nc(Cc3nnc(SCC(=O)NC4CCCCC4)n3C)cs2)cc1	7%	44%[activator][38.3 µM]	1.5%	-3%	-7%	-8%	-19%[46.1 µM]
Cc1ccccc1-n1c(C)cc(/C=N/Nc2ccc([N+](=O)[O-])cn2)c1C	-2%	37%[activator][38.3 µM]	0.0%	-4%	8%	-15%	18%[46.1 µM]
COc1cc(/C=N/NC(=O)CCn2nnc3ccccc32)ccc1O	-3%	-2%	-1.0%	0%	-19%	3%	16%
CCOC(=O)C/C(N)=N/N(C)c1ncc(C(F)(F)F)cc1Cl	1%	1%	-1.9%	-1%	nt	-19%	-3%
C/C(N)=C(/C#N)C(=O)COC(=O)CCC1CCCC1	0%	-2%[38.3 µM]	-6.0%	4%	7%	1%	-16%[46.1 µM]
Cc1ccc(C(=O)Nc2ccccc2N2CCN(C(=O)C(C)C)CC2)cc1C	-1%	26%[38.3 µM]	4.0%	-1%	?	3%	?
CN1CCN(c2ncc3nc(-c4ccccc4)c(=O)n(Cc4cccs4)c3n2)CC1	?	-3%	nt	nt	-5%	nt	nt
CC(NC(=O)Nc1ccc(F)cc1F)c1ccncc1 (configuration not stated)	3%	19%[38.3 µM]	-1.0%	5%	-3%	3%	2%[46.1 µM]
O=C(O)C1CCCN1S(=O)(=O)c1cccs1 (configuration not stated)	-2%	14%[38.3 µM]	0.8%	2%	12%	-1%	-10%[46.1 µM]
O=C(CS(=O)(=O)c1cn(Cc2cccc(F)c2)c2ccccc12)N1CCOCC1	4%	1%[38.3 µM]	-1.0%	0%	?	2%	-7%[46.1 µM]
O=C(O)c1cc2c(ccc3ccccc32)o1	40µM*	nt	-1.0%	3%	9%	-1%	-3%[46.1 µM]
CC(C)=CCN1CCN(Cc2cc(C(C)C)n[nH]2)CC1CCO (configuration not stated)	3%	4%	0.0%	-1%	6%[46 µM]	6%	-2%
CCCC1=C(C(=O)OCC)C(c2ccccc2OC)NC(=O)N1 (configuration not stated)	1%	-13%[38.3 µM]	0.0%	-4%	-1%	-2%	-2%[46.1 µM]
Cc1nc(-c2coc3cc(C)c(N=O)c(O)c3/c2=N\N)cs1	-7%	6%	-0.1%	1%	nt	-10%	-4%

Some of the compounds tested; count on the stated rates, not on these rows.
